Bioassay records from PubChem BioAssay.
D1 PAM: enhances dopamine response at the human D1 receptor | P21728 | HEK293 TREx D1 cells, calcium flux, dopamine EC20 potentiation | potentiation, % at 10 µM | 0.036% of 360,000 active | AID 504651; in the data active = potentiation above about 30%; note: 0% is about no effect
Target sequence (P21728 whole entry, looked up): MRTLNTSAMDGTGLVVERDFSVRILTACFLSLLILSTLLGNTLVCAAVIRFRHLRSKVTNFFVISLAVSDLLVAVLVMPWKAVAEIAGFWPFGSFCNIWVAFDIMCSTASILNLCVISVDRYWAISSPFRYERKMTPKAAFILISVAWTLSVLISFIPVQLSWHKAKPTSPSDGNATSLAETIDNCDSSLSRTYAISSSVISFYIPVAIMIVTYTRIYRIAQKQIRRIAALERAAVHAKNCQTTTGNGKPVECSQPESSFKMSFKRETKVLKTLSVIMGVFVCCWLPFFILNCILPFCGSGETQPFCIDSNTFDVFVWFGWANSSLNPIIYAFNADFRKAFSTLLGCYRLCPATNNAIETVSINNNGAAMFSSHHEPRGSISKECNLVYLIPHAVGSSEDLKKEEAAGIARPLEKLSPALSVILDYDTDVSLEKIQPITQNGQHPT
Vif-A3G inh: blocks the Vif interaction with human APOBEC3G; 0.076% of 410,000 active; Q9HC16; HeLa A3G-eYFP + Vif (tagged APOBEC3G with the HIV-1 protein that degrades it), YFP fluorescence, overnight; Potency, µM (titrated, usually from 46.1 µM), for inactives: at the highest dose activity, negative = active, most hits filed as inhibitors;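 note: potency is the fitted concentration of half-maximal effect; % is set by controls: 0 for no effect and ±100 for the full control effect; nearly all actives have a fitted effect of over 60% in size; hits raise eYFP signal because A3G escapes Vif-driven loss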
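Read-out is eYFP fluorescence (Ex 488/Em 500-530) from Vif-expressing HeLa A3G-eYFP cells; more signal means A3G escaped Vif-mediated degradation. Cells plated overnight, compound pinned in, incubated overnight at 37 deg C.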
D2 PAM: D2 dopamine receptor (human) potentiation; HEK293 T-REx D2, calcium flux, EC20 dopamine potentiation; potentiation, % at 10 µM; 0.34% of 340,000 active; AID 485347;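 active = potentiation over 3 SD above the plate norm, cut at about 30% in these data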; note: 0% is about no effect
Target sequence (P14416 whole entry, looked up): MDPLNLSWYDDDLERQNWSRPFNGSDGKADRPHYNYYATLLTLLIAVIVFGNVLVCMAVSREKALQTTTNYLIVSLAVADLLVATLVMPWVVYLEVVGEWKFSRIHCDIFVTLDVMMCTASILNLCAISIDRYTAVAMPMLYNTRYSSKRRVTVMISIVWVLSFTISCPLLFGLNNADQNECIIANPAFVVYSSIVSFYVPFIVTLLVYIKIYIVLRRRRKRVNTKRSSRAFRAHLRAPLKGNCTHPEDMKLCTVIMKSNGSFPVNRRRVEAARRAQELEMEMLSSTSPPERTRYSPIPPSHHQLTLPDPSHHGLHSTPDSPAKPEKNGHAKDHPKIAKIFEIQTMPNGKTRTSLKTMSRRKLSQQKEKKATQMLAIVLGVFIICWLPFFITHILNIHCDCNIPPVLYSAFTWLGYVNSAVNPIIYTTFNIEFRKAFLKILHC
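Tetracycline-induced HEK293 T-REx cells force-coupled to calcium signalling expressed D2; compounds were pin-added after a 10 s baseline, read kinetically 180 s, then an EC20 dopamine challenge followed with a further 180 s calcium read.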
D1 ag: activates the human D1 dopamine receptor; P21728; HEK293 T-REx D1 cells, calcium flux, agonist mode; activation, % at 2 µM; 1% of 360,000 active; AID 504660; in the data active = activation above about 30%; note: 0% is about no effect
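Agonism was scored from calcium flux recorded over 180 s (1 read/s) after pintool compound addition, following a 10-cycle baseline. Cells were inducible force-coupled HEK293 TREx D1, plated overnight at 30 C and loaded with no-wash calcium dye.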
D1 antagonist: antagonists of human D1 dopamine receptor; 3.2% of 360,000 active; activity change, negative = inhibition, % at 10 µM; HEK293 TREx D1 cells, calcium flux, dopamine EC80; active compounds read low; in the data active = activity change below about -30%; note: % is set by controls: 0 for no effect and ±100 for the full control effect
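Calcium flux readout: force-coupled, inducible Hek293 Trex D1 line, cells induced overnight at 30 C with tetracycline, dye-loaded 30–90 min at RT. Antagonism scored against EC80 dopamine challenge given 180 s after compound.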
RXFP1 antag: blocks the human relaxin receptor RXFP1. Q9HBX9. HEK293-RXFP1, relaxin-stimulated cAMP HTRF, 30 min; active compounds read low. activity change, negative = inhibition, % at 57.5 µM. 0.59% of 350,000 active. AID 1259400;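 active = activity change of -60% or lower, but not beyond a set lower limit; inconclusive = change between -60% and -40%, or beyond the set limit; inactive = change above -40%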; note: % is set by controls: 0 for no effect and ±100 for the full control effect
Glioma ERSR ind: induces the endoplasmic reticulum stress response in human glioma cells; U87-MG GRP78 promoter luciferase reporter, 16 h; Potency, µM, for the others: at the top dose activation, most hits filed as activators; 0.02% of 420,000 active; note: potency is the fitted concentration of half-maximal effect; series mostly up to about 76 µM; % of control where 0% means no effect; nearly all actives have a fitted effect of over 35% in size
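Stably transfected U87-MG human glioma cells carrying a GRP78-based luminescent sensor were seeded at 1000 cells/well, pin-dosed with compounds and incubated 16 h. Luciferase reagent was then added, and end-point luminescence was read after 10 min at room temperature.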
RXFP1 agonist: RXFP1 (human) receptor agonism; 0.3% of 370,000 active; Q9HBX9; Potency, µM (series often up to 57.5 µM), without a hit: at the top dose activation, hits mostly activators; HEK293T-RXFP1 cAMP TR-FRET, 30 min; response scale: percent of porcine relaxin response, buffer zero; note: potency is the fitted concentration of half-maximal effect; % is set by controls: 0 for no effect and ±100 for the full control effect; nearly all actives have a fitted effect of over 60% in size; many of its hits are not listed in these tables
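HEK293T cells stably expressing RXFP1 were pretreated with the PDE4 inhibitor Ro 20174, exposed to compounds for 30 min at 37C, lysed, and cAMP was read by TR-FRET. Data normalized to buffer (basal) and 29 nM porcine relaxin (100%).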
Vif-A3F inh: blocks the Vif interaction with APOBEC3F. HeLa A3F-eYFP + Vif (tagged APOBEC3F with the HIV-1 protein that degrades it), YFP fluorescence increase. Potency, µM (top dose mostly 46.1 µM), without a hit: at the highest dose activity, negative = active. 0.2% of 390,000 active; note: potency is the fitted concentration of half-maximal effect; % of control where 0% means no effect; nearly all actives have a fitted effect of over 65% in size
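Fluorescence increase (Ex 488/Em 500-530) after overnight compound treatment at 37 deg C flags inhibition of Vif-driven A3F-eYFP loss in stable HeLa A3F-eYFP/Vif cells seeded overnight beforehand.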
* marks the source's active call; other numbers are inactive results; u = inconclusive; x = not tested or not shown; & = joins results of further samples. Unless noted, calls come from the whole dose curve; as a rule, active = well fitted curve in the direction sought with a large enough effect; inconclusive = small, poorly fitted or top-dose-only effect, or another doubt; inactive = no such curve, though single readings can be large; an effect the other way counts as inactive or inconclusive. The list is partial, so the mix of outcomes need not match the whole.

No.	SMILES	D1 PAM	Vif-A3G inh	D2 PAM	D1 ag	D1 antagonist	RXFP1 antag	Glioma ERSR ind	RXFP1 agonist	Vif-A3F inh
1	COc1cc(C(=O)NC(=S)Nc2ccc(Cl)c(C(=O)O)c2)cc(OC)c1OC	2	-7%	-7	1	-1	-1	0%	-3.8%	-5%
2	O=C(c1ccoc1)N1CCC2(CC1)Oc1ccc(Cl)cc1C(=O)C21CC(c2cccnc2)=NO1 (configuration not stated)	-9	-9%	29	5	-100*	x	-5%	4.0%	-3%
3	CC(C)=CCc1c(C)nc2ccccc2c1C(=O)O	7	1%	-1	4	5	6	0%	-0.5%	-2%
4	COC(=O)C1CC(=O)c2ccsc2C1 (configuration not stated)	-6	0%	9	1	-4	1	-3%	0.6%	7%
5	CC1CCCC(C)N1C(=O)COc1ccccc1F (configuration not stated)	-7	0%	19	1	1	1	0%	1.0%	-2%
6	CCOCCCn1c(=N)c(C(=O)NCc2ccc3c(c2)OCO3)cc2c(=O)n3ccccc3nc21	-9	x	-12	0	-20	x	x	5.0%	x
7	Cc1cccc(NC(=O)c2ccc3oc(=O)c(S(=O)(=O)c4ccc(F)cc4)cc3c2)c1C	2	-2%	-3	0	21	x	-1%	-1.0%	-9%
8	CCOc1ccccc1NS(=O)(=O)c1c(-c2ccc(C)cc2)csc1C(=O)OC	-7	6%	7	7	5	x	-3%	-1.7%	0%

Other entries:
No.	SMILES	D1 PAM	Vif-A3G inh	D2 PAM	D1 ag	D1 antagonist	RXFP1 antag	Glioma ERSR ind	RXFP1 agonist	Vif-A3F inh
9	O=S(=O)(Nc1cccc(S(=O)(=O)N2CCCCCC2)c1)c1ccccc1	-2	9%	5	10	-7	-2	-4%	-0.8%	4%
10	COc1ccc(C)cc1NC(=O)c1nnn(CCc2ccccc2)c1N	x	-3%	5	0	-18	-2	-2%	9.8%	-5%
11	CN(C)S(=O)(=O)c1ccc(Cl)c(NC(=O)CN2CCCCCC2)c1	-4	-2%	-30	5	-27	-10	-7%	1.3%	-7%
12	O=C(c1nc2ccccn2c1CN1CCCC(c2nc3ccccc3o2)C1)N1CCCC1 (configuration not stated)	-1	4%	4	0	20	1	-1%	-0.1%	-1%
13	COC(=O)c1ccc(NC(=O)c2ccccc2)o1	-5	-4%	8	10	-6	-13	1%	-1.9%	-7%
14	CC(=O)N1c2ccc(S(=O)(=O)N3CCCC3)cc2CC1C(=O)NCc1ccc(N(C)C)cc1 (configuration not stated)	6	0%	-11	2	0	-7	20%	-2.9%	3%
15	O=c1nc(N2CCCC2)nc(Nc2ccccc2)[nH]1	10	1%	7	5	-1	7	-3%	0.8%	-15%
16	O=C(NP(=O)(N1CCCC1)N1CCCC1)C1=C(N2CCOCC2)/C(=C/c2cccc([N+](=O)[O-])c2)CC1	-3	-7%	7	-2	-13	6	0%	1.1%	7%

The last two entries of the section before come first, to join the parts.
No.	SMILES	D1 PAM	Vif-A3G inh	D2 PAM	D1 ag	D1 antagonist	RXFP1 antag	Glioma ERSR ind	RXFP1 agonist	Vif-A3F inh
15	O=c1nc(N2CCCC2)nc(Nc2ccccc2)[nH]1	10	1%	7	5	-1	7	-3%	0.8%	-15%
16	O=C(NP(=O)(N1CCCC1)N1CCCC1)C1=C(N2CCOCC2)/C(=C/c2cccc([N+](=O)[O-])c2)CC1	-3	-7%	7	-2	-13	6	0%	1.1%	7%
17	COc1ccccc1NC(=O)c1ccc(NC(=O)CSc2ncccn2)cc1	-1	2%	12	1	-11	-4	0%	0.5%	1%
18	OCCNc1nc(Nc2ccccc2)nc(Nc2ccccc2)n1	2	-28%	-4	0	5	-14	3%	-1.3%	-9%
19	COc1ccc(N2CC(C)Cn3c2nc2c3c(=O)n(Cc3ccccc3F)c(=O)n2C)c(OC)c1 (configuration not stated)	-4	2%	5	2	-1	12	0%	0.1%	1%
20	COc1cc(C(=O)NCC(c2cccnc2)N2CCN(C)CC2)cc(OC)c1OC (configuration not stated)	0	-2%	-5	2	1	0	-2%	0.1%	-2%
21	CC(=O)c1ccc(S(=O)(=O)NCC2(N3CCOCC3)CCCCC2)cc1	-8	1%	7	1	0	-3	-3%	0.2%	2%
22	CNc1cc(Cl)nc(SC)n1	-5	1%	3	-1	x	3	-2%	5.0%	-2%
23	CC(Oc1ccc(F)cc1)C(=O)Nc1cc(C(F)(F)F)ccc1-n1cncn1 (configuration not stated)	0	1%	10	2	3	-15	-3%	2.1%	-20%
24	CN(CCCC(=O)Nc1ccccc1)S(=O)(=O)c1ccc(Cl)cc1	2	4%	1	4	-4	x	-1%	-1.2%	-11%

(continued)
No.	SMILES	D1 PAM	Vif-A3G inh	D2 PAM	D1 ag	D1 antagonist	RXFP1 antag	Glioma ERSR ind	RXFP1 agonist	Vif-A3F inh
25	COc1ccc(/C=C2\SC(=S)N(CCCC(=O)N3CCN(C)CC3)C2=O)cc1OC	x	8%	x	x	x	4	-2%	x	8%
26	NC(=O)[C@@H]1[C@@H]2C(=O)N(c3ccc(F)cc3)C(=O)[C@@H]2[C@H]2C=Cc3ccccc3N21	-7	-10%	12	5	-1	-10	-5%	2.4%	u
27	COc1ccc(N(C(=O)C(C)C)S(=O)(=O)c2cccs2)cc1	1	u	-16	0	6	-18	-5%	0.4%	8%
28	O=C(Nc1ccc2c(c1)OCCO2)c1c(F)c(F)c(F)c(F)c1F	-5	-3%	-4	1	-1	-12	4%	-1.0%	-5%
29	CCOc1ccc(C(C)=O)cc1COC(=O)c1ccccc1C(=O)N(C)Cc1ccccc1	0	-3%	3	4	-26	-7	-1%	-0.3%	3%
30	Cc1cccn2c(=O)c3cc(C(=O)Nc4ccc(Cl)c(Cl)c4)sc3nc12	-2	-6%	-1	1	-26	4	1%	20%	1%
31	Cc1c(C(=O)N(C)C)sc(NC(=O)c2cc([N+](=O)[O-])cc([N+](=O)[O-])c2)c1C#N	4	0%	4	2	8	-1	0%	-0.5%	-3%
32	Cc1cc(C)n2nc(N)c(N=Nc3ccccc3)c2n1	-5	-16%	-1	-1	-6	-31	6%	-1.1%	-6%

Continuation.
No.	SMILES	D1 PAM	Vif-A3G inh	D2 PAM	D1 ag	D1 antagonist	RXFP1 antag	Glioma ERSR ind	RXFP1 agonist	Vif-A3F inh
33	O=C(Cc1cn(Cc2cccc(Cl)c2)c2ccccc12)N1CCCC1	0	-4%	8	1	-3	-19	-7%	1.8%	5%
34	COc1ccc(NC(=O)c2sc3nc4c(cc3c2N)CCCCCC4)cc1	-1	u	8	2	-27	-15	-9%	7.3%	-6%
35	COc1ccc(-c2onc3ccc(Cl)cc23)cc1	5	-2%	-3	2	-3	-14	-5%	-1.9%	0%
36	CCOC(=O)N1CCN(c2ccc([N+](=O)[O-])cc2F)CC1C (configuration not stated)	-6	0%	-9	4	-24	10	-4%	0.8%	-9%
37	Cc1cnccc1CNC(=O)C1CCC(=O)N(Cc2ccc(Cl)cc2)C1 (configuration not stated)	-12	0%	-5	0	19	u	-4%	3.5%	7%
38	CN(C)c1cc[n+](CC(=O)Nc2ccc(OC(F)F)cc2)cc1	3	5%	-10	2	1	25	-3%	-1.6%	3%
39	Cc1ccc(C(=O)NCC(=O)OCC(=O)Nc2ccc(Cl)cc2C(F)(F)F)cc1C	-4	0%	-11	1	-16	-2	-4%	2.2%	-9%
40	CC(CN1CCCCC1)OC(=O)c1ccccc1F (configuration not stated)	-10	0%	-13	1	-17	0	-1%	1.0%	-1%

Next section:
No.	SMILES	D1 PAM	Vif-A3G inh	D2 PAM	D1 ag	D1 antagonist	RXFP1 antag	Glioma ERSR ind	RXFP1 agonist	Vif-A3F inh
41	COc1cc(OC)cc(C(=O)NCCC(c2ccccc2)c2ccccc2)c1	9	0%	-25	22	4	20	-5%	2.0%	-8%
42	CCCc1cc(=O)[nH]c(NCc2ccc(Cl)cc2)n1	-3	-8%	3	1	2	-17	-3%	0.4%	-14%
43	CC(=O)c1cccc(CN2CCN(Cc3ccccc3)C(CCO)C2)c1 (configuration not stated)	7	4%	-23	0	-7	5	-4%	0.6%	-32%
44	CCCn1nnnc1SCC(=O)NCc1ccccc1	-3	-1%	6	3	5	6	-3%	0.4%	2%
45	Cc1ccc(-c2nnc(-c3ccccc3)o2)cc1Br	x	-7%	x	x	x	-5	1%	x	6%
46	CC(=O)NCC(c1cccs1)S(=O)(=O)c1ccc(F)cc1 (configuration not stated)	-7	0%	-17	1	-3	-2	1%	0.3%	-11%
47	CC(=O)Nc1ccc(NC(=O)Cn2c(CC(=O)N3CCCC3)nc3ccccc32)cc1	3	1%	-5	5	8	1	-4%	1.0%	1%
48	CCCn1c2ccc(F)cc2c2nnc(SCCN3CCCCC3)nc21	1&-1	0%&6%	-16	0&2	-14&11	16&-12	-3%&-4%	16%&17%	3%&-2%

(next part)
No.	SMILES	D1 PAM	Vif-A3G inh	D2 PAM	D1 ag	D1 antagonist	RXFP1 antag	Glioma ERSR ind	RXFP1 agonist	Vif-A3F inh
49	Cc1ccc(S(=O)(=O)N(C)C[C@H]2Oc3ncc(-c4ccccc4)cc3C(=O)N([C@@H](C)CO)C[C@@H]2C)cc1	x	-8%	x	x	x	-2	-1%	x	-23%
50	CNc1ccccc1C(C)(C)c1ccn[nH]1	2	-13%	x	3	-9	0	-2%	0.1%	-5%
51	Cc1ccc(N2C(=O)CC(N(O)C3CC(=O)N(c4ccc(C)cc4)C3=O)C2=O)cc1 (configuration not stated)	8	-5%	11	5	-29	9	-4%	2.0%	5%
52	O=C(NNc1nc2cc3c(cc2s1)OCO3)c1ccc(F)cc1	-2	5%	0	5	-3	x	-1%	0.3%	0%
53	Cc1oc2c(cc(NS(=O)(=O)c3ccc(F)cc3)c3ccccc32)c1C(=O)OCc1ccccc1	-1	-7%	-12	2	6	-4	-4%	-0.3%	-8%
54	COc1ccccc1NC(=O)COc1ccc(/C=N/NC(=O)c2cccnc2)cc1	-5	2%	0	1	6	2	0%	1.2%	0%
55	COc1ccc(NC(=S)Nc2ccc3nsnc3c2)cc1	-2	-26%	-1	7	0	x	1%	8.2%	-18%
